EBV LMP1 NFkB: EBV LMP1-driven NF-kappaB luciferase reporter inhibitors, primary screen, cell-based, luminescence, single point; LMP1-induced NF-kappaB luciferase reporter cells; inhibition, % at 12.5 µM; 350,000 tested, 0.69% active; AID 504558, 2011; in the data active = inhibition above about 41%;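 also: 0% = neutral control wells and 100% = reference inhibitor control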
Shn3 3UTR inh: reduction of Shn3 3'UTR firefly luciferase signal, primary screen, Schnurri-3 inhibitor project, cell-based, Clone20 osteoblasts, set 2. Clone20 osteoblast Shn3 3'UTR firefly luciferase, 24 h. inhibition, % at 12.5 µM. 360,000 tested, 0.52% active. AID 588674, 2011;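 active = mean inhibition of at least 75% with every replicate also reaching 75%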;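 also: 0% = median of neutral control wells and 100% = pilot-screen positive control compound; some compounds past the cut are filed as inactive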
hiPSC survival: enhancers of single-cell hiPSC survival, primary screen, ATPlite luminescence. 100% = ROCK inhibitor wells, 0% = DMSO. 360,000 tested, 0.044% active. survival enhancement, % at 20 µM. AID 602274, 2012; in the data active = survival enhancement above about 18%;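 also: cells exposed to compounds for 16 hours before the ATP read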
KKLEB tox: cytotoxicity in KKLEB CF airway cells, primary screen, cytotoxicity control for CF NF-kB inhibitor project, cell-based, uHTS, fluorescence assay plates; 360,000 tested, 0.36% active; KKLEB CF airway cells viability, ATPlite luminescence, overnight; stronger effect = lower value; cells stimulated with P. aeruginosa culture filtrate; activity change (cytotoxicity), % at 5 µM; AID 602141, 2011;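 active = corrected activity change at or below -50% at 5 µM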
NR2E3 ag-1: NR2E3 agonists in two-hybrid cells, primary screen, cell-based, luminescence, CHO-S, Gal4-NCOR/VP16-NR2E3; luciferase; AID 602229, 2012; inhibition of corepressor binding, % at 3.98 µM; Photoreceptor-specific nuclear receptor (Homo sapiens), Q9Y5X4; 360,000 tested, 0.35% active;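 active = inhibition above the mean of all tested compounds plus 3 SD, cut at about 70% in these data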;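 also: 0% = DMSO with NR2E3 transfected cells and 100% = cells lacking NR2E3 construct; higher means lower luciferase signal from less NR2E3 corepressor binding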
Target sequence (Q9Y5X4 whole entry, looked up, the tested form may be a part): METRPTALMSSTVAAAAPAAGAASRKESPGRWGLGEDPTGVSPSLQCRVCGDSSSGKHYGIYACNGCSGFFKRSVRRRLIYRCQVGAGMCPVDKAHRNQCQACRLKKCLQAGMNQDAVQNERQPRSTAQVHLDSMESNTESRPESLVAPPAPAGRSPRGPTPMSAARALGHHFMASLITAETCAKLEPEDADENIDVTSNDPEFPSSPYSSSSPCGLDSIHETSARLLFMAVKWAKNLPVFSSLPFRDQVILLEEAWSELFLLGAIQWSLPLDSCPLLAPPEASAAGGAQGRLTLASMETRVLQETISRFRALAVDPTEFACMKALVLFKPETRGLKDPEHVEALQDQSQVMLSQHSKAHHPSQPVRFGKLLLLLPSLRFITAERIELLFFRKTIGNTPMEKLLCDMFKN
NR2E3 ag-2: inhibitors of NR2E3-RetCOR corepressor binding, primary screen, NR2E3 agonist project, biochemical, TR-FRET, GST-NR2E3, biotin-RetCOR; Photoreceptor-specific nuclear receptor (Homo sapiens), Q9Y5X4; AID 2300, 2010; inhibition of corepressor binding, % at 4.78 µM; 320,000 tested, 0.12% active; 1536-well;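 active = percent inhibition above the cutoff of mean plus 3 SD of all tested compounds, set per screening campaign, cut at about 20% in these data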;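 also: 0% = DMSO wells and 100% = biotin wells as full block of FRET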
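Test system: GST-NR2E3 and biotin-RetCOR proteins | Quantity: 1.35 nM GST-tagged NR2E3 final | Medium: Tris pH 7.5 | Also added: 7 nM biotin-RetCOR | Dosing: Compound at 4.8 µM, single dose | Timing: 5 h at 4 °C | Detection: Time-resolved FRET | Read-out basis: Percent inhibition | Benchmarks: Biotin wells as high control, 0.6% DMSO wells as low control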
C8 TRAIL sens: viability loss with TRAIL in NB7+C8 cells, primary screen, TRAIL sensitizer project, cell-based, ATPlite luminescence; inhibition (viability loss, TRAIL sensitization), % at 10 µM; 360,000 tested, 1% active;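 active = compounds causing at least 50% loss of cell viability in the single-dose screen, relative to plate controls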
MITF TRPM1 inh: inhibitors of MITF-dependent TRPM1 promoter reporter, primary screen, cell-based, SK-MEL-5, single point, luciferase; SK-MEL-5 TRPM1 promoter luciferase, 24 h; 330,000 tested, 0.83% active; inhibition, % at 12.5 µM;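 active = mean inhibition across replicates of 60% or more, whatever share of single replicates reaches that level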; also: values of inactives mirror those of a sister screen read the other way
Peg3 prom inh: Peg3 promoter-driven luciferase inhibitors, primary screen, cell-based, HeLa, luciferase luminescence. 360,000 tested, 1.7% active. HeLa PEG-Prom luciferase reporter, overnight. inhibition, % at 20 µM;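 active = inhibition of at least 50% at 20 µM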
CF NFkB inh: inhibitors of PAF-induced NF-kB signaling, primary screen, cell-based, GFP fluorescence, uHTS; KKLEB NF-kB-GFP reporter, GFP fluorescence overnight; inhibition, % at 5 µM; 360,000 tested, 0.86% active; AID 588850, 2011;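 active = at least 50% inhibition at 5 µM, scaled per plate between neutral and stimulator controls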;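 also: PAF is a Pseudomonas aeruginosa culture filtrate used as stimulus; plate controls were PAF-stimulated DMSO wells for no effect and unstimulated DMSO wells for full effect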
HIF-2a inh: HIF-2a reporter inhibitors, primary screen, luminescence, 786-0 RCC cells; 786-0 RCC cells HIF-2a reporter, luciferase luminescence, overnight; inhibition, % at 18.8 µM; 360,000 tested, 0.72% active;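 active = inhibition of the luminescence signal of 40% or more relative to plate controls, in a single-dose primary screen at 18.75 µM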
The depositor's hits bear a star. An excerpt, so the mix of outcomes need not match the whole.

O=Cc1cn(-c2ccccc2)nc1-c1cccnc1 was read as EBV LMP1 NFkB -3, Shn3 3UTR inh 19, hiPSC survival 1.4, KKLEB tox -1, NR2E3 ag-1 9, NR2E3 ag-2 2, C8 TRAIL sens 2, MITF TRPM1 inh -6, Peg3 prom inh -27, CF NFkB inh -27 and HIF-2a inh -15.
`CCc1nc(N=Nc2c(O)[nH]c3ccccc23)c2c3c(sc2n1)CCC3` gave EBV LMP1 NFkB -30, Shn3 3UTR inh 11, hiPSC survival 3.3, KKLEB tox 21, NR2E3 ag-1 -31, NR2E3 ag-2 -1, C8 TRAIL sens 18, MITF TRPM1 inh 50, Peg3 prom inh 85*, CF NFkB inh -38 and HIF-2a inh -16.
Screening Cc1cc(C)n2nc(SCc3ccccc3)nc2n1 returned EBV LMP1 NFkB 1, Shn3 3UTR inh 8, hiPSC survival 1.3, KKLEB tox 12, NR2E3 ag-1 0, NR2E3 ag-2 -3, C8 TRAIL sens 0, MITF TRPM1 inh -3, Peg3 prom inh -15, CF NFkB inh -15 and HIF-2a inh -36.
O=C(Nc1ccccc1Cl)N1CCN(c2ccccn2)CC1 was read as EBV LMP1 NFkB 3, Shn3 3UTR inh -3, hiPSC survival 0.0, KKLEB tox -4, NR2E3 ag-1 -10, NR2E3 ag-2 1, C8 TRAIL sens -7, MITF TRPM1 inh -24, Peg3 prom inh -30, CF NFkB inh 1 and HIF-2a inh -10.
`NS(=O)(=O)c1ccc(-c2ccc(C=NC3CCS(=O)(=O)C3)o2)cc1` (centres undefined) gave EBV LMP1 NFkB -2, Shn3 3UTR inh -1, hiPSC survival -1.5, KKLEB tox 0, NR2E3 ag-1 4, NR2E3 ag-2 4, C8 TRAIL sens -11, MITF TRPM1 inh -3, Peg3 prom inh -5, CF NFkB inh 1 and HIF-2a inh 4.
Screening COCCN(C(=S)Nc1ccc(OC)c(Cl)c1)C1CCN(C(C)C)CC1 returned EBV LMP1 NFkB 1, Shn3 3UTR inh -5, hiPSC survival -0.8, KKLEB tox 4, NR2E3 ag-1 -6, NR2E3 ag-2 -2, C8 TRAIL sens -15, MITF TRPM1 inh -14, Peg3 prom inh -22, CF NFkB inh -1 and HIF-2a inh 1.
Screening O=C(NNC(=S)NC1CCCCC1)c1cccs1 returned EBV LMP1 NFkB -1, Shn3 3UTR inh 72, hiPSC survival 0.6, KKLEB tox -4, NR2E3 ag-1 -11, NR2E3 ag-2 -3, C8 TRAIL sens 17, MITF TRPM1 inh 10, Peg3 prom inh -45, CF NFkB inh 7 and HIF-2a inh -28.
`Cc1oc2ccc(OCc3ccccc3F)cc2c1C(=O)O` gave EBV LMP1 NFkB -2, Shn3 3UTR inh -11, hiPSC survival 1.6, KKLEB tox -3, NR2E3 ag-1 21, NR2E3 ag-2 2, C8 TRAIL sens 11, MITF TRPM1 inh -3, Peg3 prom inh -6, CF NFkB inh 10 and HIF-2a inh 6.
COc1ccc2nc(Nc3nc(-c4cc5ccccc5oc4=O)cs3)sc2c1 was read as EBV LMP1 NFkB -7, Shn3 3UTR inh 0, hiPSC survival -2.9, KKLEB tox -10, NR2E3 ag-1 10, NR2E3 ag-2 0, C8 TRAIL sens 69*, MITF TRPM1 inh -7, Peg3 prom inh -68, CF NFkB inh -15 and HIF-2a inh -76.
Screening Cc1cccc(NC(=S)NC2CC3CCCC(C2)N3CC(C)C)c1C (centres undefined) returned EBV LMP1 NFkB 1, Shn3 3UTR inh 8, hiPSC survival -3.0, KKLEB tox 6, NR2E3 ag-1 -9, NR2E3 ag-2 1, C8 TRAIL sens -9, MITF TRPM1 inh -3, Peg3 prom inh -17, CF NFkB inh -12 and HIF-2a inh 16.
CCOc1ccc(N2C(=O)CC(NCc3ccc(F)cc3)C2=O)cc1 (centres undefined) was read as EBV LMP1 NFkB -15, Shn3 3UTR inh -3, hiPSC survival 1.8, KKLEB tox 4, NR2E3 ag-1 9, NR2E3 ag-2 3, C8 TRAIL sens -16, MITF TRPM1 inh 13, Peg3 prom inh -55, CF NFkB inh 11 and HIF-2a inh -41.
`CCNc1nc(C)nc2c1cnn2C` gave EBV LMP1 NFkB 4, Shn3 3UTR inh 9, hiPSC survival 1.2, KKLEB tox 2, NR2E3 ag-1 7, C8 TRAIL sens -8, MITF TRPM1 inh 0, Peg3 prom inh 11, CF NFkB inh -3 and HIF-2a inh -2.
CC(OC(=O)C1CC1)C(=O)Nc1cc(C(F)(F)F)ccc1Cl (centres undefined) was read as EBV LMP1 NFkB -4, Shn3 3UTR inh -7, hiPSC survival -0.3, KKLEB tox 5, NR2E3 ag-1 -34, NR2E3 ag-2 -4, C8 TRAIL sens -2, MITF TRPM1 inh 8, Peg3 prom inh 0, CF NFkB inh 14 and HIF-2a inh 3.
Screening Cc1ccc([N+](=O)[O-])c(OCCCN2CCC(Cc3ccccc3)CC2)c1 returned EBV LMP1 NFkB 0, Shn3 3UTR inh 5, hiPSC survival 1.8, KKLEB tox -18, NR2E3 ag-1 14, NR2E3 ag-2 0, C8 TRAIL sens -9, MITF TRPM1 inh 3, Peg3 prom inh 19, CF NFkB inh 16 and HIF-2a inh 7.
Screening CCCOc1ccc(C(=O)NC(=S)Nc2nc(C)c(C(=O)N(C)C)s2)cc1 returned EBV LMP1 NFkB 1, Shn3 3UTR inh 2, hiPSC survival -2.9, KKLEB tox 11, NR2E3 ag-1 5, NR2E3 ag-2 7, C8 TRAIL sens 8, MITF TRPM1 inh -14, Peg3 prom inh -17, CF NFkB inh -8 and HIF-2a inh -6.
For Cc1cnc(=O)[nH]c1SCc1ccc(C(F)(F)F)cc1 the results were EBV LMP1 NFkB 9, Shn3 3UTR inh 0, hiPSC survival -0.2, KKLEB tox 0, NR2E3 ag-1 -4, NR2E3 ag-2 3, C8 TRAIL sens -10, MITF TRPM1 inh -9, Peg3 prom inh -4, CF NFkB inh -2 and HIF-2a inh -14.
`CCOc1ccccc1N(CC(=O)OC)S(=O)(=O)c1ccccc1` gave EBV LMP1 NFkB 5, Shn3 3UTR inh 18, hiPSC survival -0.7, KKLEB tox 12, NR2E3 ag-1 -3, NR2E3 ag-2 1, C8 TRAIL sens -14, MITF TRPM1 inh 8, Peg3 prom inh 19, CF NFkB inh -24 and HIF-2a inh 6.
Screening COc1ccc(CNS(=O)(=O)c2ccc(-c3ccc(=O)[nH]n3)s2)cc1OC returned EBV LMP1 NFkB 2, Shn3 3UTR inh 22, hiPSC survival 0.8, KKLEB tox 8, NR2E3 ag-1 -20, NR2E3 ag-2 0, C8 TRAIL sens 1, MITF TRPM1 inh -18, Peg3 prom inh -2, CF NFkB inh -2 and HIF-2a inh 15.
For O=C(NC1CCCCC1)c1cc2nc3c(c(C(F)(F)F)n2n1)CCCC3 the results were EBV LMP1 NFkB -20, hiPSC survival 8.6, KKLEB tox 18, NR2E3 ag-1 -46, NR2E3 ag-2 2, C8 TRAIL sens 11, MITF TRPM1 inh -68, Peg3 prom inh -171, CF NFkB inh -9 and HIF-2a inh -230.
`CC(=O)c1ccc(NC(=O)CSc2nc3[nH]c(=O)cc(O)c3s2)cc1` gave EBV LMP1 NFkB 20, Shn3 3UTR inh 8, hiPSC survival -3.3, KKLEB tox -14, NR2E3 ag-1 -10, C8 TRAIL sens -1, MITF TRPM1 inh 6, Peg3 prom inh 3, CF NFkB inh 18 and HIF-2a inh 14.
For COc1ccccc1NC(=O)c1ccc(Cl)c(S(=O)(=O)N2CCOCC2)c1 the results were EBV LMP1 NFkB 3, Shn3 3UTR inh 8, hiPSC survival 6.8, KKLEB tox -22, NR2E3 ag-1 3, NR2E3 ag-2 1, C8 TRAIL sens -4, MITF TRPM1 inh 15, Peg3 prom inh 9, CF NFkB inh 6 and HIF-2a inh 2.
Cc1cccc(C)c1NC(=O)CS(=O)CC(=O)Nc1ccc(F)cc1F (centres undefined) was read as EBV LMP1 NFkB 1, Shn3 3UTR inh -17, hiPSC survival 5.2, KKLEB tox 1, NR2E3 ag-1 2, NR2E3 ag-2 -1, C8 TRAIL sens -13, MITF TRPM1 inh 4, Peg3 prom inh 7, CF NFkB inh -1 and HIF-2a inh 8.
`O=C(Cc1c[nH]c2ccccc12)NCc1ccncc1` gave EBV LMP1 NFkB 9, Shn3 3UTR inh 2, hiPSC survival -0.2, KKLEB tox 13, NR2E3 ag-1 -11, NR2E3 ag-2 2, C8 TRAIL sens -6, MITF TRPM1 inh -9, Peg3 prom inh 9, CF NFkB inh -41 and HIF-2a inh 24.
COC(=O)c1ccc(-c2nc(CN3CCC(C(=O)N4CCOCC4)CC3)c(C)o2)cc1 was read as EBV LMP1 NFkB -3, Shn3 3UTR inh 3, hiPSC survival -0.2, KKLEB tox 9, NR2E3 ag-1 -34, NR2E3 ag-2 2, C8 TRAIL sens -1, MITF TRPM1 inh 14, Peg3 prom inh -2, CF NFkB inh 13 and HIF-2a inh 7.
`COc1ccc(OC)c(CCNC(=O)CC2Oc3ccc(C)cc3NC2=O)c1` (centres undefined) gave EBV LMP1 NFkB -8, Shn3 3UTR inh -7, hiPSC survival 2.7, KKLEB tox 7, NR2E3 ag-1 -29, C8 TRAIL sens 5, MITF TRPM1 inh 0, Peg3 prom inh 6, CF NFkB inh -10 and HIF-2a inh 10.
CC(=O)Nc1cc[n+](C(C)C(=O)c2ccc(Br)cc2)cc1 (centres undefined) was read as EBV LMP1 NFkB -3, Shn3 3UTR inh 11, hiPSC survival 0.8, KKLEB tox 3, NR2E3 ag-1 -27, NR2E3 ag-2 3, C8 TRAIL sens 3, MITF TRPM1 inh -4, Peg3 prom inh 11, CF NFkB inh 5 and HIF-2a inh -1.
Screening Cc1ccc(NC(=O)C2CSC3(C)CCC(=O)N23)cc1S(=O)(=O)N1CCCCCC1 (centres undefined) returned EBV LMP1 NFkB -3, Shn3 3UTR inh 11, hiPSC survival 0.6, KKLEB tox -8, NR2E3 ag-1 2, NR2E3 ag-2 -1, C8 TRAIL sens 19, MITF TRPM1 inh 5, Peg3 prom inh 12, CF NFkB inh -12 and HIF-2a inh 5.

Screening results deposited in PubChem by several laboratories.
